RAD54 inh – blocks human RAD54 Holliday junction branch migration; hit rate 0.14% among 360,000; Q92698; inhibition, % at 10.4 µM; FAM/BHQ fluorescence;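 active = mean normalized replicate activity at least 40 and at least half of replicates scoring 40 or more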;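 note: 0% = median of neutral control wells and 100% = median of positive control wells; inhibitors cause a drop in the FAM fluorescence signal; in these data hits start at about 50%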
PglD DTNB – blocks C. jejuni PglD acetyltransferase activity; hit rate 0.098% among 360,000; inhibition, % at 12.5 µM; purified PglD enzyme, DTNB colorimetric CoA detection; AID 602405; in the data active = inhibition above about 16%, passing the limit was not always enough; note: strong numbers were not always called active
Casp6 inh – caspase-6 (human) enzyme inhibition; hit rate 0.53% among 350,000; inhibition, % at 12.5 µM; P55212; purified caspase-6, Z-VEID-R110 cleavage fluorescence; AID 686996;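 active = mean inhibition across replicates at least about 35%, with every replicate also reaching that limit, limit read from the data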;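 note: 0% = median of neutral control wells and 100% = no fluorescence left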
Target sequence (P55212 24-179 limits assumed): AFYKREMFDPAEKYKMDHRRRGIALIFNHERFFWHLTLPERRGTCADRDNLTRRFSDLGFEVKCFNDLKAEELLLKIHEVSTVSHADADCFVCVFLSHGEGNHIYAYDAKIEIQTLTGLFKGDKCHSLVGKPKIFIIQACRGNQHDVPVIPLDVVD
Target sequence (P55212 194-293 limits assumed): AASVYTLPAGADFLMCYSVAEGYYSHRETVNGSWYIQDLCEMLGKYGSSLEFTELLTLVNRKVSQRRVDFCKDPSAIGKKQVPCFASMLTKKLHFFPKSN
ARNT-TACC3 inh – ARNT/TACC3 interaction disruption. Q9Y6A5. AlphaScreen His-ARNT PAS-B/GST-TACC3 binding, luminescence; TACC3 fragment carries E629A point mutation. inhibition, % at 9.99 µM. hit rate 0.66% among 390,000. AID 623870;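 active = mean inhibition of replicates at least 50% and at least half of replicates each reaching 50%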;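 note: 0% = complete ARNT plus TACC3 wells and 100% = ARNT alone without TACC3; many hits fall short of the cut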
esBAF inh – SWI/SNF esBAF complex inhibition; mouse ES cells, Bmi1-luciferase knock-in reporter, 24 h; 100% = twice the neutral-well signal; reporter increase, % at 12.5 µM; AID 602393; hit rate 2% among 350,000; in the data active = activation above about 40%;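 note: 0% = median of the plate's neutral control wells and 100% = double that signal; a rise in the Bmi1 reporter signal indicates esBAF inhibition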
E-selectin induc – E-selectin induction on HUVECs | P16581 | HUVEC E-selectin immunofluorescence imaging; normalized: neutral wells 0, TNF-alpha wells 100 | activation, % at 7.58 µM | hit rate 0.37% among 260,000;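 active = mean E-selectin-positive cell signal at least 10% of the positive control, reached in at least 60% of replicates, without over 20% cell loss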;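 note: in these data hits start at about 27%; measured in HUVEC primary endothelial cells; signal is the percent of cells scored E-selectin positive by PE staining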
Target sequence (P16581 whole entry, looked up): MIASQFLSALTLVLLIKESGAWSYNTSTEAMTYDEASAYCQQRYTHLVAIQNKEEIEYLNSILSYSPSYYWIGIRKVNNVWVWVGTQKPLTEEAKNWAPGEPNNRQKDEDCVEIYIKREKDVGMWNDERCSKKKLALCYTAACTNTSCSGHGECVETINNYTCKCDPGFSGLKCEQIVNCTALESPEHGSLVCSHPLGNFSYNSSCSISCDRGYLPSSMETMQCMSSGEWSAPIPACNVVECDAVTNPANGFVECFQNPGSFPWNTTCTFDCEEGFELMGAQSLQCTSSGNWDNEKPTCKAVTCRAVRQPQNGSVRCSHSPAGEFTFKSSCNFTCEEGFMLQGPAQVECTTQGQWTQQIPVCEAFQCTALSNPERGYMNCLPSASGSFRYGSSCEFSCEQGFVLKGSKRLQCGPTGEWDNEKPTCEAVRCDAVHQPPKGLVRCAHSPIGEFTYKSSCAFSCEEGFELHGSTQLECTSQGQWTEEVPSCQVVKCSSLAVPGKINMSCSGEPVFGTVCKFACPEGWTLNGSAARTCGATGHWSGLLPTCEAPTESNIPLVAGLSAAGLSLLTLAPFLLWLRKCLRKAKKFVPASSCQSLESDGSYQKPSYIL
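material = human umbilical vein endothelial cells (HUVEC), E-selectin induction | quantity = 3,000 cells/well | medium = EGM-2 growth medium on 0.1% gelatin-coated wells | technique = immunofluorescence imaging | read-out basis = % PE-positive cells | control set = TNF-alpha positive control, DMSO neutral control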
ERp5 inh – inhibitors of human ERp5; Q15084; ERp5 insulin aggregation, absorbance 650 nm, 90 min; inhibition, % at 9.99 µM; hit rate 0.05% among 350,000;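 active = mean replicate inhibition above about 25%, with every replicate also reaching it, limit read from the data, passing the limit was not always enough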
RAD52 inh – RAD52 (human) annealing inhibition; P43351; recombinant RAD52 DNA annealing, FRET fluorescence; inhibition, % at 18.7 µM; hit rate 0.46% among 360,000; AID 651710;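 active = every replicate showing at least 50% inhibition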
* hit, by the source's call; . = no result given.

SMILES | RAD54 inh | PglD DTNB | Casp6 inh | ARNT-TACC3 inh | esBAF inh | E-selectin induc | ERp5 inh | RAD52 inh
C[C@@H]1CCCCO[C@@H](CN(C)Cc2ccc3c(c2)OCO3)[C@H](C)CN([C@H](C)CO)C(=O)c2cc(NC(=O)Cc3ccccc3)ccc2O1 | 0 | 2 | . | -2 | -11 | -0.1 | . | .
COCCN(CC(=O)Nc1cccc(C)c1C)C(=O)c1ccc2c(c1)OCO2 | . | . | -4 | -3 | . | . | 1 | -7
O=C1C2C(c3ccccc3)C=CC(c3ccccc3)C2C(=O)N1c1ccncc1 (centres undefined) | -8 | -3 | . | -3 | 2 | . | . | .
COc1cccc(CN(C(=O)Cn2nnc(-c3ccccc3F)n2)C(C(=O)NC(C)(C)C)c2ccncc2)c1 (centres undefined) | . | . | -5 | 1 | . | -0.8 | 3 | -36
CC(=O)Nc1ccc2c(c1)C(=O)N(C)[C@@H]1CC[C@@H](CC(=O)NC3CCCCC3)O[C@H]1CO2 | -25 | 1 | . | -30 | -6 | 0.0 | . | .
COc1ccc(S(=O)(=O)N2CCOC23CCN(S(=O)(=O)c2c(C)cc(C)cc2C)CC3)cc1 | -3 | -3 | 5 | 2 | 1 | -2.3 | 4 | -7
C[C@@H]1CN([C@H](C)CO)C(=O)Cc2cc(NC(=O)CCN3CCOCC3)ccc2O[C@H]1CN(C)C | 11 | 1 | 1 | -19 | -1 | . | 1 | -11
C[C@@H]1CN([C@@H](C)CO)C(=O)c2cc(/C=C/c3ccccc3)cnc2O[C@@H]1CN(C)Cc1ccccc1F | -2 | 7 | 0 | 6 | 0 | -0.2 | 3 | 13
Cc1ccc(N2CC(C(=O)Nc3cc(C)on3)CC2=O)cc1 (centres undefined) | -5 | 5 | . | 10 | -3 | . | . | .
O=C1c2ccccc2C(Nc2ccc(Cl)cc2)N1CCN1CCOCC1 (centres undefined) | 7 | 3 | -1 | -2 | -5 | . | -5 | -7
CCOC(=O)c1c(NC(=O)COC(=O)Cc2ccccc2[N+](=O)[O-])sc(C(=O)N(C)C)c1C | 4 | 3 | 4 | 3 | 0 | -1.7 | 2 | 0
Cc1nnc(SCC(=O)N2CCN(c3ccccc3F)CC2)n1C1CC1 | . | . | -2 | -3 | . | . | 4 | -9
C[C@@H]1CN([C@@H](C)CO)C(=O)c2cc(NC(=O)CCC(F)(F)F)ccc2O[C@@H](C)CCCCO[C@@H]1CN(C)C(=O)c1ccncc1 | 2 | 4 | . | -2 | -1 | 0.1 | . | .
COc1cc(C(=O)O)cc(NC(=O)c2cccs2)c1OC | 1 | -3 | . | -8 | . | -0.1 | . | .
CN=c1sc2ccccc2n1CC(O)c1ccccc1 (centres undefined) | . | . | -3 | -5 | . | . | -3 | -10
COC(=O)c1ccc2c(=O)n(Cc3ccc(C(=O)NCCCN4CCOCC4)cc3)c(=S)[nH]c2c1 | 1 | -2 | -3 | -6 | -5 | . | 2 | -5
CCc1cc2cc(C)cc(C)c2nc1SCC(=O)N1CCCC1 | 5 | 8 | . | -9 | 0 | . | . | .
CC1(C(=O)NS(=O)(=O)C2CC2)CCCN(C(=O)Cc2ccc3ccccc3c2)C1 (centres undefined) | 5 | -2 | 10 | . | 5 | -0.1 | -2 | -10
COc1ccc(S(=O)(=O)N2CCOCC2)c(C)c1C | 5 | 0 | 2 | 0 | 2 | . | -7 | -12
CO[C@H]1CN(C)C(=O)c2ccc(NC(=O)NC(C)C)cc2OC[C@@H](C)N(Cc2ccc(-c3ccccn3)cc2)C[C@@H]1C | -10 | -1 | -1 | 5 | 3 | 0.0 | 4 | -8
COc1cc([N+](=O)[O-])cc2sc(NC(=O)c3c(F)cccc3F)nc12 | . | . | 0 | -2 | . | 6.6 | -5 | -20
COc1cccc(CN2CC3(C2)CN(C(=O)Nc2ccc(F)cc2)[C@@H](CO)c2c3c3ccc(OC)cc3n2C)c1 | . | . | 0 | . | . | -0.4 | 1 | 4
CO[C@H]1CN(C)C(=O)c2cc(NC(=O)NC3CCCCC3)ccc2OC[C@@H](C)N(CCc2ccccc2)C[C@H]1C | -1 | 2 | 3 | 1 | 3 | -0.1 | -3 | 5
COC(=O)CC1SC(=O)NC1=O (centres undefined) | 3 | -7 | . | -8 | -11 | . | . | .
CCOc1ccc(-n2c(C)c3c(C)nnc(C)c3c2C)cc1 | 4 | 4 | 5 | . | -23 | . | 4 | 0
Cc1cc(C)cc(CC(=O)N2CCC2(C)C(=O)NS(=O)(=O)Cc2ccccc2)c1 (centres undefined) | -2 | 6 | 1 | . | 2 | 0.3 | -3 | -1
CN(Cc1ccccc1)C(=O)COC(=O)C1CCN(S(=O)(=O)c2ccc(Cl)c(C(F)(F)F)c2)CC1 | 4 | -7 | 3 | -3 | -5 | 2.3 | 6 | -14
CSc1ccc(C(=O)C2CCCN(C(=O)CCc3cnn(C)c3)C2)cc1 (centres undefined) | -19 | 1 | 8 | 2 | -1 | . | 2 | -3
O=C1CC(c2ccccc2)CC(=O)N1c1ccc(C(F)(F)F)cc1 | -2 | 6 | -1 | -2 | 2 | 0.0 | 4 | -1
COc1cccc(S(=O)(=O)N[C@H]2C=C[C@H](CC(=O)NC3Cc4ccccc4C3)O[C@H]2CO)c1 | -5 | 0 | -6 | 18 | -4 | 6.7 | -2 | 2

12 entries from above, set out differently.
Results follow in this order: RAD54 inh | PglD DTNB | Casp6 inh | ARNT-TACC3 inh | esBAF inh | E-selectin induc | ERp5 inh | RAD52 inh
> CCc1cc2cc(C)cc(C)c2nc1SCC(=O)N1CCCC1
  5 | 8 | . | -9 | 0 | . | . | .
> CC1(C(=O)NS(=O)(=O)C2CC2)CCCN(C(=O)Cc2ccc3ccccc3c2)C1 (centres undefined)
  5 | -2 | 10 | . | 5 | -0.1 | -2 | -10
> COc1ccc(S(=O)(=O)N2CCOCC2)c(C)c1C
  5 | 0 | 2 | 0 | 2 | . | -7 | -12
> CO[C@H]1CN(C)C(=O)c2ccc(NC(=O)NC(C)C)cc2OC[C@@H](C)N(Cc2ccc(-c3ccccn3)cc2)C[C@@H]1C
  -10 | -1 | -1 | 5 | 3 | 0.0 | 4 | -8
> COc1cc([N+](=O)[O-])cc2sc(NC(=O)c3c(F)cccc3F)nc12
  . | . | 0 | -2 | . | 6.6 | -5 | -20
> COc1cccc(CN2CC3(C2)CN(C(=O)Nc2ccc(F)cc2)[C@@H](CO)c2c3c3ccc(OC)cc3n2C)c1
  . | . | 0 | . | . | -0.4 | 1 | 4
> CO[C@H]1CN(C)C(=O)c2cc(NC(=O)NC3CCCCC3)ccc2OC[C@@H](C)N(CCc2ccccc2)C[C@H]1C
  -1 | 2 | 3 | 1 | 3 | -0.1 | -3 | 5
> COC(=O)CC1SC(=O)NC1=O (centres undefined)
  3 | -7 | . | -8 | -11 | . | . | .
> CCOc1ccc(-n2c(C)c3c(C)nnc(C)c3c2C)cc1
  4 | 4 | 5 | . | -23 | . | 4 | 0
> Cc1cc(C)cc(CC(=O)N2CCC2(C)C(=O)NS(=O)(=O)Cc2ccccc2)c1 (centres undefined)
  -2 | 6 | 1 | . | 2 | 0.3 | -3 | -1
> CN(Cc1ccccc1)C(=O)COC(=O)C1CCN(S(=O)(=O)c2ccc(Cl)c(C(F)(F)F)c2)CC1
  4 | -7 | 3 | -3 | -5 | 2.3 | 6 | -14
> CSc1ccc(C(=O)C2CCCN(C(=O)CCc3cnn(C)c3)C2)cc1 (centres undefined)
  -19 | 1 | 8 | 2 | -1 | . | 2 | -3

More records
SMILES | RAD54 inh | PglD DTNB | Casp6 inh | ARNT-TACC3 inh | esBAF inh | E-selectin induc | ERp5 inh | RAD52 inh
C[C@@H](NC(=O)C[C@H]1C=C[C@H](NC(=O)C2CC2)[C@H](CO)O1)c1ccccc1 | -4 | 0 | 3 | 8 | 5 | -0.1 | 2 | 11
CCN(CC(=O)Nc1ccccc1OC)C(=O)CSCC(=O)Nc1ccc(OC)cc1 | . | . | -164 | 1 | . | 0.2 | 1 | 11
CN(C)CCN(Cc1ccco1)C(=O)c1oc2ccccc2c1NC(=O)COc1ccccc1 | 6 | -1 | -8 | 5 | -3 | . | -2 | -6
O=C(CN1C(=O)NC2(CCCC2)C1=O)N1CCN(S(=O)(=O)c2cc(Cl)ccc2Cl)CC1 | -9 | -3 | -121 | -1 | 7 | 0.8 | -3 | -4
CSC1=NCCN1C(=O)c1ccc(S(=O)(=O)N2CCOCC2)cc1 | -1 | 1 | -2 | . | 0 | -0.2 | 3 | -11
CNC(=O)CSc1nc2cc(S(=O)(=O)Nc3ccc(OC)cc3)ccc2o1 | 5 | -12 | 2 | -4 | -6 | 1.8 | -16 | -12
Clc1ccccc1Cn1nnc(-c2cccs2)n1 | 3 | 3 | . | -10 | 56* | . | . | .
Cn1cnc(S(=O)(=O)N2CCCCN3[C@H](C2)[C@H](c2ccc(C4=CCCCC4)cc2)[C@@H]3CO)c1 | 8 | 3 | 1 | 2 | 6 | -0.1 | 1 | -20
O=C(N/N=C/c1cccc(O)c1)c1cc(-c2ccccc2)nc2ccccc12 | 4 | 2 | 4 | 7 | 9 | 0.6 | -1 | -9
Cc1ccc(Oc2ccc3c(c2)C(=O)N(c2cccc4cccnc24)C3=O)cc1 | -5 | -4 | . | 2 | 1 | . | . | .
Fc1ccc(/C=N/n2cnn(Cc3ccccc3Cl)c2=S)cc1 | . | . | 1 | 1 | . | . | -7 | -15
C[C@H](CO)N1C[C@H](C)[C@@H](CN(C)C(=O)CN(C)C)Oc2ncc(-c3ccc(C(=O)N(C)C)cc3)cc2C1=O | -6 | -1 | -1 | -7 | -3 | 0.3 | 1 | -14
CCOc1ccc(NS(=O)(=O)c2ccc(NS(=O)(=O)c3cccs3)cc2)cc1 | -7 | 2 | -2 | . | -1 | 0.0 | 0 | -2
CCc1nnc(NC(=O)CSc2nnc(C)n2Cc2ccccc2)s1 | -2 | 3 | -1 | 1 | 3 | . | 5 | 1
CCC1CCCCN1CCCNC(=O)c1cn(CC)c2ccc(S(=O)(=O)N3CCc4ccccc4C3)cc2c1=O (centres undefined) | -5 | 6 | 2 | -3 | -6 | 0.4 | 9 | 13
O=C(COC(=O)Cc1n[nH]c(=O)c2ccccc12)Nc1ccc(Cl)cn1 | 15 | 2 | 5 | -3 | 34 | . | 4 | -26
O=C(NC1(C(F)(F)F)NC(=O)N(C2CCCCC2)C1=O)c1cccs1 (centres undefined) | -7 | -2 | . | 37 | 0 | . | . | .
COc1ccccc1S(=O)(=O)N(C)C[C@@H]1Oc2cc(C#CCC3CCCC3)ccc2S(=O)(=O)N([C@@H](C)CO)C[C@H]1C | -16 | 2 | 2 | -7 | 2 | 0.0 | 6 | -6
O=C(Cc1cccs1)Nc1ccc(C(=O)O)cc1 | -6 | -10 | . | -1 | 1 | . | . | .
CCN(CC)S(=O)(=O)c1ccc(N2CCCC2)c(NC(=O)CN2C(=O)NC3(CCCC3)C2=O)c1 | -5 | 2 | -1 | 0 | -4 | . | 3 | -3
COc1cc(CNC(=O)c2cc(-c3cc(F)ccc3OC(C)C)n[nH]2)cc(OC)c1 | -7 | -6 | -1 | . | -2 | 4.4 | 3 | -10
C#CC1(O)CC(C)NCC1(C)CCC#N (centres undefined) | -1 | -5 | . | 0 | -1 | . | . | .
COc1ccc(N2CCCCn3c2nc2c3c(=O)[nH]c(=O)n2C)cc1 | -2 | 0 | . | 7 | -1 | . | . | .
Cc1ccccc1Oc1ccc(NC(=O)C2CC=CCC2C(=O)O)cc1 (centres undefined) | -3 | -2 | -2 | -3 | . | -0.2 | -5 | -10
CCc1nc2ccccc2n1CCC(=O)O | -1 | -4 | -24 | -8 | 0 | . | 3 | 5
COc1ncc(-c2ccc(N3C(c4ccc([N+](=O)[O-])cc4)=Cc4ccccc4C3CC(C)=O)cc2)cn1 (centres undefined) | . | . | 0 | . | . | 0.1 | -1 | -30

Source: PubChem BioAssay
